# From PubChem
# Mdm2-MdmX inh: human Mdm2/MdmX binding inhibition | O15151+Q00987 | inhibition, % at 8 µM | 330,000 tested, 3% active | SaOS-2 split-luciferase Mdm2/MdmX complementation, luminescence | AID 485346;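 active means inhibition of at least 50% at 8 µM in the primary screen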
# Target sequence (O15151 whole entry, looked up): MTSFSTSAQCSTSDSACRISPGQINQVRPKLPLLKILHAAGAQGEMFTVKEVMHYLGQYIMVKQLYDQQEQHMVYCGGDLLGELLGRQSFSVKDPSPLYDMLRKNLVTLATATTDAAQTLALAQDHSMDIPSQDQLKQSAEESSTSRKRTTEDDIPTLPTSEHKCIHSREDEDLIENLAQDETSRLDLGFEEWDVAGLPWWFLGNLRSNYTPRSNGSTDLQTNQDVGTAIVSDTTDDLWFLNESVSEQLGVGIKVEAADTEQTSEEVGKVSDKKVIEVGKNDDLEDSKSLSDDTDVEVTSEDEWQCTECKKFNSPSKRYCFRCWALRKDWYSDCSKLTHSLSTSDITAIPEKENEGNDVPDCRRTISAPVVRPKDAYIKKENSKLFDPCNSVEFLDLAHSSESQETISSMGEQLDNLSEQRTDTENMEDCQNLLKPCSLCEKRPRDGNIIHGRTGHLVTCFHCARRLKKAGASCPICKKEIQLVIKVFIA
# Target sequence (Q00987 whole entry, looked up): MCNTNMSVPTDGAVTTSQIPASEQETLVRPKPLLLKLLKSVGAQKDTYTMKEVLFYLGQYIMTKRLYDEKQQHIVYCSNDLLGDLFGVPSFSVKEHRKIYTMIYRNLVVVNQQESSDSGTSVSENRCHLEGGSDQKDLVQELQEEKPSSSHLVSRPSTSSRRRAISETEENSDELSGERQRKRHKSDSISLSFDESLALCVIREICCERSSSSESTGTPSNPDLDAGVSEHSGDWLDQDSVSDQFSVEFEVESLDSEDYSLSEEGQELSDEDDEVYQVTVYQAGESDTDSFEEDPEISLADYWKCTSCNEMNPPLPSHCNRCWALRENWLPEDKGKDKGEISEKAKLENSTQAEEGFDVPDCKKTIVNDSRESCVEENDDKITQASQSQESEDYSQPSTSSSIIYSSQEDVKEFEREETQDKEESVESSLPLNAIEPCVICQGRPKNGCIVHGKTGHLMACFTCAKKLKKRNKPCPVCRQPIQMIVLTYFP
# APJ agonist: APJ receptor agonism; P35414; activation, % at 20 µM; AID 2520; 330,000 tested, 0.11% active; CHO-K1 APJ PathHunter beta-arrestin, luminescence; 0% DMSO wells, 100% apelin;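 active means activation more than six SD over the plate average, tested at 20 µM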;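 further: 0% = DMSO alone and 100% = apelin-13 at 10 nM; some results filed as inactive read as strong as hits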
#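 Assay system: CHO-K1 APJ beta-arrestin complementation cell line / Compound: single test compound dose, 20 µM final, 1% DMSO / Times: overnight seeding, 90 min compound at 25 °C, 1 h detection / Technique: beta-gal luminescence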
# 697 NFkB inh: inhibitors of the PMA/ionomycin-induced NF-kB reporter in 697 B cells. 697 B-cell NF-kB luciferase reporter, 16 h. inhibition, % at 4 µM. 330,000 tested, 0.33% active. AID 435022; in the data active means inhibition above about 35%
# Jurkat NFkB inh: lowers PMA/ionomycin-induced NF-kB signal in Jurkat cells | PMA/ionomycin-induced NF-kB luciferase reporter, luminescence | inhibition, % at 4 µM | 330,000 tested, 0.53% active | AID 435003; in the data active means inhibition above about 50%
# tim23-1 inh: tim23-1 yeast growth inhibition; S. cerevisiae tim23-1 growth, BacTiter-Glo luminescence, 24 h; inhibition, % at 20 µM; 330,000 tested, 1.3% active; AID 463212;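 active means growth inhibition of the mutant yeast at or above 50%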;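 further: temperature-sensitive mutant grown at 25 °C; plate controls were DMSO-treated mutant yeast for no effect and medium wells lacking yeast for full effect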
# CHOP UPR activ: apoptotic UPR (CHOP) activation; CHO-CHOP luciferase reporter, luminescence; percent of tunicamycin response over DMSO baseline; activation, % at 10 µM; 330,000 tested, 0.34% active;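 active means at 10 µM dose, activation of 40% or more, normalized to positive control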;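 further: 100% = tunicamycin at 10 µg/mL and 0% = DMSO alone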
#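 assay system = CHO CHOP reporter cells | amount = 500 CHO-CHOP cells per well | buffer or medium = F12 with 10% FBS | incubation = 16-18 h cell attachment, then 6 h compound exposure, 37 °C | detection = luminescence read with Steady-Glo | read-out = percent activation relative to tunicamycin control | controls = tunicamycin high control, DMSO low control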
# UPR XBP1 act: activators of adaptive arm of unfolded protein response (XBP1) | CHO-XBP1 luciferase reporter, IRE1-XBP1 UPR activation, luminescence; percent of tunicamycin response, DMSO as zero | activation, % at 20 µM | AID 463104 | 330,000 tested, 0.33% active;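 active means versus positive control, 20 µM dose yields 30% or more activation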;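 further: 100% = tunicamycin at 10 µg/mL and 0% = DMSO only wells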
#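 assay system = CHO-XBP1 luciferase reporter cells | amount = 1000 cells/well | buffer or medium = F12 plus 10% FBS | compound dosing = single point, 20 µM final compound, 1% DMSO | incubation = 16-18 h cell attachment at 37 °C, then 6 h compound exposure | detection = Steady-Glo luminescence read | controls = tunicamycin 10 µg/mL and vehicle-only wells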
# APJ antag: blocks the human apelin receptor APJ; P35414; CHO-K1 APJ beta-arrestin complementation, luminescence; inhibition, % at 20 µM; 330,000 tested, 0.32% active;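 active means inhibition above about 40% at 20 µM, limit read from the data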;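 further: cells challenged with 10 nM apelin-13 agonist together with compound; plate controls were apelin-13 plus DMSO wells for no effect and DMSO wells lacking apelin-13 for full effect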
# * hit, by the source's call; . = not tested or not shown.
# Preview (three entries):
SMILES,Mdm2-MdmX inh,APJ agonist,697 NFkB inh,Jurkat NFkB inh,tim23-1 inh,CHOP UPR activ,UPR XBP1 act,APJ antag
O=C(Nc1ccc(S(=O)(=O)N2CCOCC2)cc1)c1ccc(Cl)cc1Cl,30,-4,14,15,41,0.7,0,2
O=C(O)CCC(=O)Nc1ccc(N2CCCCCC2)cc1,13,1,-3,5,11,-1.6,-3,-27
COc1ccc(CCNC(=O)CN2CCN(S(=O)(=O)c3ccc(Cl)cc3)CC2)cc1OC,5,5,9,-9,5,-0.4,2,8

# Main list, repeating the preview:
SMILES,Mdm2-MdmX inh,APJ agonist,697 NFkB inh,Jurkat NFkB inh,tim23-1 inh,CHOP UPR activ,UPR XBP1 act,APJ antag
O=C(Nc1ccc(S(=O)(=O)N2CCOCC2)cc1)c1ccc(Cl)cc1Cl,30,-4,14,15,41,0.7,0,2
O=C(O)CCC(=O)Nc1ccc(N2CCCCCC2)cc1,13,1,-3,5,11,-1.6,-3,-27
COc1ccc(CCNC(=O)CN2CCN(S(=O)(=O)c3ccc(Cl)cc3)CC2)cc1OC,5,5,9,-9,5,-0.4,2,8
CN(C)C=NCCn1c(N2CCOCC2)nc2c1c(=O)n(C)c(=O)n2C,-11,1,-20,-10,11,-1.2,-1,4
Cc1noc(C)c1-c1nc(CSc2ccccc2)no1,-4,-5,-19,-1,13,1.7,3,2
Cc1c(CCOC(=O)c2cc([N+](=O)[O-])cc([N+](=O)[O-])c2)sc[n+]1CCCCS(=O)(=O)[O-],-3,2,1,5,-4,-2.1,3,-44
CC(=O)N1CCN(c2ccc(S(=O)(=O)NCCN(C(C)C)C(C)C)cc2[N+](=O)[O-])CC1,20,-8,-16,12,2,0.6,0,1
CCOCCN(C(=O)COC)c1cccc(OC)c1,16,-6,22,0,10,0.2,-3,8
COC(=O)c1sccc1NC(=O)CC1C(=O)NCCN1C(=O)Nc1cc(Cl)ccc1OC (configuration not stated),14,-3,10,-8,6,0.0,0,22
O=C(O)c1cccc(N/N=C/c2sc(N3CCOCC3)nc2-c2ccccc2)c1,-9,6,-41,7,19,13,-1,-61
O=c1ccc(=O)n(-c2ccccc2)[nH]1,8,5,4,8,11,0.1,-2,24
CCC1CCCCN1C(=O)COC(=O)c1cccs1 (configuration not stated),-7,-3,6,-10,8,1.6,5,-4
COC(=O)/C(=N\Nc1ccc(Cl)cc1)Sc1nnc(-c2ccc(OC)cc2)n1C,5,-3,6,0,8,1.3,-2,-13
CCCn1c(=O)c2ccccc2n2c(SCC(=O)Nc3cc(C)on3)nnc12,15,-3,5,6,-1,0.5,0,13
Cc1ccccc1COn1nnc2ccc(S(=O)(=O)N3CCOCC3)cc21,16,0,16,-4,19,-0.5,-2,10
COc1ccc(S(=O)(=O)NC(C)C)cc1C(=O)N1CCOCC1,-23,5,12,-10,-1,0.0,0,-12
O=C(NCCS(=O)(=O)c1ccc(Br)cc1)c1c(F)cccc1F,14,0,-8,-3,-6,0.8,2,3
COc1ccc(S(=O)(=O)NC(CC(C)C)C(=O)NC(C)c2cccs2)cc1 (configuration not stated),-8,-4,-10,-16,8,-0.6,0,-7
COc1ccccc1N(CC(=O)NCCSCc1ccc(C)cc1)S(=O)(=O)c1ccccc1,30,2,-28,-4,21,0.1,-5,-24
CC(=O)NC(C)C(=O)OCC(=O)c1ccc(Cl)s1 (configuration not stated),3,1,8,-4,5,-0.2,-1,18
Cc1ccc(S(=O)(=O)NC2CCCCCC2)cc1,3,-5,-22,-19,51*,0.9,-1,6
COc1cccc(Cn2c(=O)ccc3ccccc32)c1,11,-3,-3,-6,-16,2.3,2,15
O=C(CC(C(=O)N1CCc2ccccc21)n1ccnc1)NCC1CCCO1 (configuration not stated),1,-4,15,13,6,1.1,2,-1
CCn1c(SCC(=O)NC2CC2)nnc1-c1ccncc1,7,-8,13,0,1,-2.3,-3,40
CCCC(=O)c1c[nH]c(C(=O)NCc2ccco2)c1,6,-5,-5,-1,15,-0.2,-3,13
CC1CCCC(NC(=O)COC(=O)/C=C/c2ccc3c(c2)OCO3)C1C (configuration not stated),-12,-2,-5,-2,4,1.2,-1,1
O=C(NC1CCCc2ccccc21)c1cccc(Br)c1 (configuration not stated),1,-2,8,3,26,0.4,-1,-7
Cc1c(Cl)cccc1Nc1ccccc1C(=O)O,-19,-3,13,1,27,0.4,-4,4
COc1ccc2[nH]c3c(c2c1)CCN1C(=O)C(CC(=O)NCCc2ccccn2)C[C@H](C(=O)N(C(C)C)C(C)C)[C@@]31C (some centres not stated),16,.,18,.,15,0.9,2,.
Cc1cccc(NC(=O)NNC(=O)COc2ccc(Cl)cc2)c1,3,-1,4,-13,-26,-3.4,-2,6
O=C(CN1CCN(S(=O)(=O)c2ccc(Br)cc2)CC1)Nc1ccc2c(c1)OCCO2,19,-3,10,1,16,0.2,-1,2
COc1ccc2nc(NC(=O)CN3C(=O)NC4(CCCC4)C3=O)sc2c1,9,-1,-10,5,-2,-1.8,-1,12
O=c1[nH]c(SCc2ccc(F)cc2)nc2c1cnn2-c1ccc(F)cc1,16,0,1,8,6,0.0,-2,14
COc1ccc(C(C)=O)cc1COc1ccc([N+](=O)[O-])c(C)c1,18,-11,5,-2,10,-0.5,3,11
CC(C)(C)C(=O)Nc1cccc(-c2nc3ccccc3c(=O)o2)c1,14,-4,-20,20,37,-1.7,-5,12
Cc1[nH]n(-c2ccc([N+](=O)[O-])cc2)c(=O)c1C=NCC1CCCO1 (configuration not stated),3,-2,-24,7,9,1.2,0,14
c1ccc(-c2cc3c(-n4cccc4)ncnc3o2)cc1,13,2,-5,-37,16,1.4,-3,-1
CC1=CCC2C(=O)N(c3ccc(N4CCOCC4)cc3)C(=O)C2C1 (configuration not stated),-5,2,-3,3,8,-1.3,0,0
CCC(=O)N1CCN(c2ccccc2NC(=O)COc2cccc(C)c2)CC1,20,-5,-14,8,7,0.0,-1,21
CCCCc1nc(NCc2ccccc2)c(C#N)c2c1COC(C)(C)C2,-5,-6,21,-1,-14,-2.8,1,-11
COc1cc(NC(=O)CCCc2c[nH]c3ccccc23)cc(OC)c1,35,-3,-2,-3,11,0.6,-1,1
CCN1CCN(c2nc3c(C)cccn3c(=O)c2/C=C(\C#N)C(=O)NC)CC1,0,-5,-5,3,9,-0.5,3,4
Cc1cc(C)n2nc(CCCCc3nc4nc(C)cc(C)n4n3)nc2n1,10,0,-10,-15,-3,2.0,-4,0
N#Cc1cc(-c2ccccc2)nc(Oc2ccccc2)n1,16,-1,-24,-7,41,-0.2,0,3
CCn1c(SCC(=O)Nc2ccc(C(C)=O)cc2)nc2nc3c(cc2c1=O)CCCC3,14,-4,-8,-37,3,4.4,1,-34
CC(C)(OC(=O)c1ccc(C(F)(F)F)cc1)c1cc2ccccc2c(=O)o1,21,-2,4,-1,16,0.8,-1,10
COc1ccc(C(=O)CNc2ccccc2C#N)cc1,-3,-2,-19,-20,6,5.4,3,-18
O=C1[C@@H]2[C@@H]3C[C@@H]([C@H]4ON=C(c5ccc(Cl)cc5)[C@@H]34)[C@@H]2C(=O)N1C1CCCCC1,28,-4,-7,7,41,-1.2,-4,-1
CCCCc1cc(=O)oc2cc(C)cc(OCC(=O)NC(Cc3ccc(Cl)cc3)C(=O)O)c12 (configuration not stated),11,-5,9,3,2,-0.5,-3,0
CC(C)c1ccc2nc3sc(C(=O)N4CCc5ccccc5C4)c(N)c3cc2c1,6,-7,-6,-12,24,0.5,-1,17
# (next part)
SMILES,Mdm2-MdmX inh,APJ agonist,697 NFkB inh,Jurkat NFkB inh,tim23-1 inh,CHOP UPR activ,UPR XBP1 act,APJ antag
Cc1c(Br)c([N+](=O)[O-])nn1CC(=O)Nc1sc2c(c1C(=O)OC(C)C)CCCC2,-7,6,-15,8,4,1.6,5,-5
Cc1ccc2c(CN3CCN(Cc4ccccc4)CC3)cc(=O)oc2c1C,-3,0,10,3,21,-0.2,2,12
COc1ccc(Cl)cc1CN1CCOCC1,14,0,20,22,12,-0.5,1,-16
O=S(=O)(/N=C(/Nc1ccc(F)c(F)c1F)c1ccccc1)c1ccccc1,-6,-1,-2,-2,7,3.0,0,10
CCn1c(/C=C/c2ccc(F)cc2)nc2ccccc2c1=O,25,-2,4,0,44,1.6,-2,18
O=C(CSCc1ccccc1)NNC(=S)Nc1cccc(Cl)c1Cl,-8,-2,8,-23,-9,-0.7,0,22
O=C(CCNS(=O)(=O)c1ccc2ccccc2c1)NCCOc1ccccc1,-25,0,-54,7,25,3.6,-5,15
C=CCN(c1ccccc1)S(=O)(=O)c1cccc(C(=O)NCC2CCCO2)c1 (configuration not stated),28,3,-5,-9,-40,-0.8,-1,-12
COCc1nnc(NC(=O)CSc2ccccc2)s1,-3,-1,10,3,12,0.3,0,-10
COCCCNC(=O)Cn1nc(-c2ccccc2OC)ccc1=O,-2,-1,6,-11,-3,-1.3,10,-7
CCOc1ccc2[nH]c(=O)c(C(c3nnnn3CC3CCCO3)N3CCc4ccccc4C3)cc2c1 (configuration not stated),9,0,10,11,10,-1.1,4,8
Cc1nnnn1CC(=O)Nc1cccc([N+](=O)[O-])c1,-3,-2,-18,0,15,-0.1,-1,3
CCN(CC)S(=O)(=O)c1ccc2c(c1)nc(SCc1nc3ccsc3c(=O)[nH]1)n2CC,-17,0,-7,-6,0,1.2,0,2
COc1ccc(NC(=O)NCc2ccccn2)c(OC)c1,5,-1,9,10,9,2.4,-2,10
COCCCNC(=O)c1cc(S(=O)(=O)N2CCOCC2)ccc1SCc1cccc(OC)c1OC,17,-1,5,-16,10,-1.7,-1,-3
Cc1occc1-c1nnc(SCc2nnc(-c3ccc(Cl)cc3)o2)n1C,-34,5,-61,-8,4,1.3,-1,14
Cc1[nH]c2nc3ccccc3n2c(=O)c1CCC(C)C,-11,0,1,2,17,3.5,-2,8
CC(=O)NCC1CCCN(Cc2cn(-c3ccccc3F)nc2-c2cc(C)sc2C)C1 (configuration not stated),-3,3,12,-7,10,2.7,-1,-5
COC(=O)CCN(C(=O)c1ccc([N+](=O)[O-])cc1)c1ccccn1,13,-3,3,-3,-7,0.3,-4,0
CCn1c(COc2ccccc2)nnc1SCC(=O)NC1CC1,14,6,12,3,4,0.4,-5,8
CC(=O)Nc1ccc(NS(=O)(=O)c2ccc(Cl)s2)cc1,9,-1,0,1,11,-0.4,1,10
O=C(c1ccc([N+](=O)[O-])cc1)N1CCSC1c1cccc(Cl)c1 (configuration not stated),-19,-3,-11,9,-22,-0.4,-3,-10
CCCc1nnc(NC(=O)CN2CCN(C)CC2)s1,4,-4,-1,-15,2,-1.0,0,-3
COc1ccc(CSc2nnnn2-c2ccc(C(=O)O)cc2)cc1,-1,-5,34,-10,-4,0.9,-2,-4
O=C(Nc1ccc(OC(F)F)cc1)c1cc[n+]([O-])cc1,14,-3,12,0,-6,0.9,-2,-7
